CAL PDZ FP-1: CAL PDZ peptide-binding inhibitors, primary screen, biochemical, fluorescence polarization, Cer-tagged CAL PDZ, HTS; 330,000 tested, 0.02% active; purified CAL PDZ, TMR-peptide fluorescence polarization, 1 h; inhibition, % at 20 µM; AID 504414, 2011;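 active means highest replicate inhibition of at least 40%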;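 further: plate controls were DMSO neutral control wells for no effect and unlabeled competitor peptide control wells for full effect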
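System: purified tagged CAL PDZ domain construct (CerCALP). Schedule: 1 h incubation at room temperature before polarization reading. Medium: 25 mM sodium phosphate pH 7.4, 150 mM NaCl, TCEP, IgG, Thesit. Read-out: percent inhibition from loss of millipolarization. Measured by: FP readout, S and P plane fluorescence. Probe or stimulus: fluorescent TMR peptide probe.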
dFosB act: activators of delta FosB homodimer, primary screen, biochemical, fluorescence polarization, TAMRA-CDK5 oligo, single point | Protein FosB (Mus musculus), P13346 | purified delta FosB; percent of positive-control signal above neutral wells | activation, % at 25 µM | 340,000 tested, 0.99% active | AID 493131, 2011;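 active means mean activation above about 17%, with every replicate also reaching it, limit read from the data, passing the limit was not always enough; inconclusive means only one of the two conditions met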;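 further: fluorescence polarization rise as delta FosB binds a TAMRA Cdk5 AP-1 oligo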
Target sequence (P13346 whole entry, looked up): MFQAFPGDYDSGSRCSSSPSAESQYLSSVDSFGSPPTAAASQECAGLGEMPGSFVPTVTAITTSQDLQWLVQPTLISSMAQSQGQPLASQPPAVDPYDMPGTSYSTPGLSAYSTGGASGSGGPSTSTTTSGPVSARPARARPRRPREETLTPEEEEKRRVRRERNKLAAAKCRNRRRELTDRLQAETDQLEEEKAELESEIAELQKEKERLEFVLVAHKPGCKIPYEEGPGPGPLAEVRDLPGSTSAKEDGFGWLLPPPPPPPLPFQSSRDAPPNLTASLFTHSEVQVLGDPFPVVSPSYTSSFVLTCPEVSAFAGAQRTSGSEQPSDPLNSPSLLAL
V-ATPase pHluor: regulators of yeast V-ATPase proton pumping, primary screen, pHLuorin cytosolic pH fluorescence; S. cerevisiae; response, % at 10 µM; 350,000 tested, 0.37% active; in the data active means response mostly above about 7.3%, no sharp cut-off; inactive means mostly below about 5.4%; further: actives read high; inactives centre near 0; some compounds called inactive have numbers as strong as hits; reference of the scale not given here
Wnt bcat act: Wnt/beta-catenin pathway activators, primary screen, cell-based, plate reader, single point; Wnt/beta-catenin reporter cell assay, activator; activation, % at 9.35 µM; 300,000 tested, 1.2% active; in the data active means activation above about 30%, passing the limit was not always enough; inconclusive means no clear call, values can overlap the other calls;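 further: 0% = neutral control wells and 100% = positive control wells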
Tat transport: E. coli Tat export inhibitors, primary screen, MC4100, TorA-mCherry reporter, fluorescence, single point. inhibition, % at 10 µM. 340,000 tested, 0.036% active;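 active means mean replicate inhibition at least 50% and at least half of replicates individually reaching 50%; inconclusive means only one of the two criteria met; inactive means neither criterion met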;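 further: exported cargo escapes ClpAP degradation while cytoplasmic cargo is degraded and loses fluorescence; 0% = median of neutral control wells and 100% = median of NaSCN control wells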
MITF TRPM1 HTS: activators of MITF-driven TRPM1 promoter reporter, primary screen, cell-based, SK-MEL-5, luciferase, single point. SK-MEL-5 TRPM1-promoter luciferase, 24 h; % of positive control, neutral wells = 0. activation, % at 12.5 µM. 300,000 tested, 0.75% active. AID 588334, 2011;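 active means mean activation of at least 80% with every replicate also reaching 80%; inconclusive means mean reaches 80% but some replicate falls short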;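 further: 0% = neutral control wells and 100% = parthenolide positive control wells; values of inactives mirror those of a sister screen read the other way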
cardiac RTF act: cardiac RTF calcium sensitivity activators, primary screen, biochemical, IANBD-TnC fluorescence, EC20 calcium; activation, % at 7.2 µM; IANBD-labeled TnC RTF fluorescence at EC20 calcium; 0% EC20 calcium, 100% full calcium; 340,000 tested, 0.24% active;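 active means activation above the mean over all tested compounds plus 3 SD, cut at about 30% in these data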;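 further: rise in fluorescence read as greater calcium sensitivity of cardiac thin filaments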
CDK5 p35 inh: inhibitors of human CDK5/p35 kinase, primary screen, biochemical, single concentration | Cyclin-dependent kinase 5 (Homo sapiens) + Cyclin-dependent kinase 5 activator 1 (Homo … | Recombinant CDK5/p35, ADP-Glo luminescence, 60 min | inhibition, % at 10 µM | 330,000 tested, 0.01% active;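 active means highest replicate inhibition of at least 50% and at least 75% of replicates reaching 50%; inconclusive means only one of the two criteria met; inactive means both criteria failed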;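 further: plate controls were DMSO neutral control for no effect and GW8510 at 10 µM for full effect; many of its hits are not listed in these tables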
Target sequence (Q00535 whole entry, looked up): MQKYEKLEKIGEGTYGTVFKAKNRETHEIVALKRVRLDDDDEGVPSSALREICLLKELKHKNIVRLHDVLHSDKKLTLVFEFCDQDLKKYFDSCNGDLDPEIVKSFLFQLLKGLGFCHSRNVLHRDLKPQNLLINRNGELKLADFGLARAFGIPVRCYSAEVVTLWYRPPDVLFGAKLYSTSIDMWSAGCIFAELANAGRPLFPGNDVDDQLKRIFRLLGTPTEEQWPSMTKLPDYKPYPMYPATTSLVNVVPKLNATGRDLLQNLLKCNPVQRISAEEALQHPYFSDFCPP
Target sequence (Q15078 whole entry, looked up): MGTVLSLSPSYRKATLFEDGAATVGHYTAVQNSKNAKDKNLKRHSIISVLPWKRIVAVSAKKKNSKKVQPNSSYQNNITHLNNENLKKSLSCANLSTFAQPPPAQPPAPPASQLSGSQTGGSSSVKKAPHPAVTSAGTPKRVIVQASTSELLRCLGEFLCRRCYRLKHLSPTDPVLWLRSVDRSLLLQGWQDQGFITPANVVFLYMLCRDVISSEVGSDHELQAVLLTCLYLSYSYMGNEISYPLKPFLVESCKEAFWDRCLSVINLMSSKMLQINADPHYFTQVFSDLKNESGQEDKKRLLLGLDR
CAL PDZ FP-2: untagged CAL PDZ binding inhibitors, primary screen, biochemical, fluorescence polarization, HTS; purified CAL PDZ, TMR-peptide fluorescence polarization, 1 h; inhibition, % at 24.9 µM; 300,000 tested, 0.92% active; AID 602252, 2012;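 active means mean inhibition of at least 30% with at least half of replicates also reaching 30%; inconclusive means no clear call, values can overlap the other calls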;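 further: 0% = DMSO neutral control and 100% = excess unlabeled competitor peptide PRC23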
Rtt109 HAT inh: inhibitors of C. albicans Rtt109/Vps75 HAT, primary screen, biochemical, ThioGlo CoA-SH fluorescence, plate reader; Histone acetyltransferase RTT109 (Candida albicans (strain SC5314 / ATCC MYA-2876)), …; purified Rtt109/Vps75, 4 h; inhibition, % at 34.9 µM; 330,000 tested, 0.16% active;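 active means inhibition of at least 50% in every replicate; inconclusive means best replicate reaches 50% inhibition but some replicates fall short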
* = called active by the depositor; ? = inconclusive; / = not tested or not shown. The order is random (roughly 4.1% active in at least one column).

SMILES | CAL PDZ FP-1 | dFosB act | V-ATPase pHluor | Wnt bcat act | Tat transport | MITF TRPM1 HTS | cardiac RTF act | CDK5 p35 inh | CAL PDZ FP-2 | Rtt109 HAT inh
CCC1CCCCN1C(=O)C1CC(c2cc(Cl)c(OC)cc2OC)=NO1 (stereo unspecified) | -0.5 | -9 | 3 | 7 | -3 | 3 | 2 | 0.1 | -4 | -2
S=C(NCc1cccnc1)Nc1ccc(Cl)c(Cl)c1 | -2.8 | 1 | 6 | -2 | -12 | 8 | 10 | -0.7 | -3 | 6
C[C@H]1COC(=O)[C@@H](CC(=O)OC(C)(C)C)C/C=C\C[C@@H](CC(=O)N[C@H](CO)Cc2ccccc2)C(=O)N1 | -0.4 | 2 | 6 | -1 | -3 | -3 | 9 | -0.7 | -1 | -2
CCCCOc1ccc(C(=O)NNC(=O)c2cnccn2)cc1OC | -0.4 | -4 | 0 | -5 | -15 | -8 | -7 | -0.7 | / | 19
Cn1cccc1/C=C1\SC(=S)N(NC(=O)c2ccccc2O)C1=O | -0.7 | -10 | 2 | -1 | -6 | 3 | 12 | 0.3 | -7 | -2
CCOC(=O)N1CCN(CC(O)COCc2ccc(OC)c(OC)c2)CC1 (stereo unspecified) | -2.1 | -9 | 1 | -1 | -4 | -4 | 5 | -1.5 | -1 | 0
Cc1cccc(C)c1Nc1ncnc2ccccc12 | 0.0 | 0 | -1 | 3 | -3 | -2 | 6 | 0.2 | -4 | -14
COc1ccc(C(=O)NC(C)c2nnc(SCC(=O)NC3CCCCC3)n2C)cc1 (stereo unspecified) | -2.3 | -3 | -3 | 1 | -2 | / | 1 | -1.9 | -2 | 8
COCCN(CCOC)S(=O)(=O)c1ccc(/C(O)=C(\C#N)c2nc3ccccc3[nH]2)cc1 | 0.2 | -11 | 4 | 1 | -1 | 7 | 2 | 0.2 | -4 | -1
CCOC(=O)c1ccc(COc2nc3ccccc3nc2-c2ccccc2NC(C)=O)o1 | -0.1 | 5 | -1 | -5 | -5 | -4 | -1 | -0.6 | 2 | -7

Some values from above.
Result for Cc1cccc(C)c1Nc1ncnc2ccccc12 in dFosB act: 0
Result for COc1ccc(C(=O)NC(C)c2nnc(SCC(=O)NC3CCCCC3)n2C)cc1 (stereo unspecified) in Wnt bcat act: 1

(listing goes on)
SMILES | CAL PDZ FP-1 | dFosB act | V-ATPase pHluor | Wnt bcat act | Tat transport | MITF TRPM1 HTS | cardiac RTF act | CDK5 p35 inh | CAL PDZ FP-2 | Rtt109 HAT inh
O=C(NCCc1ccccc1)C1(c2ccccc2)CCCC1 | 1.3 | 2 | -1 | 0 | -3 | / | -2 | 0.6 | -2 | -4
Cc1nn(CC(=O)Nc2ccc(S(=O)(=O)N(C)C)cc2)c(C)c1[N+](=O)[O-] | -1.2 | -5 | 1 | -6 | -5 | -5 | 5 | -3.3 | -10 | 3
O=C(Cn1c(=O)c(=O)n(Cc2ccccc2)c2ccc(Cl)cc21)Nc1cccc(F)c1 | -1.2 | 1 | 1 | / | -6 | -17 | 5 | -1.7 | -2 | -8
O=C(N=C1c2ccccc2CN1c1ccc(F)cc1)c1ccc(Cl)nc1 | -3.3 | -6 | 0 | 7 | -6 | -6 | 0 | 0.7 | -1 | ?
COc1ccc(C(=O)NCCOc2ccccc2)cc1S(=O)(=O)N1CCOCC1 | -1.3 | -6 | 1 | -4 | -7 | 2 | -5 | -0.8 | / | -5
OCCN1CCN(C(=S)NC2CCCC2)CC1 | -3.1 | -3 | / | -3 | -2 | -6 | -6 | -0.2 | 0 | /
COc1ccc(CNC(=O)C2CCN(C(=O)N3CCOc4ccc(C)cc43)CC2)cc1 | 0.7 | -7 | 1 | / | 0 | -6 | -4 | -1.3 | -2 | 4
CCOC(=O)C1=C(CC)Nc2ccccc2N/C1=N\S(=O)(=O)c1cc(Br)ccc1Br | -0.7 | -9 | -1 | -2 | -1 | 0 | / | -1.0 | 3 | 12
CCOC(=O)c1sc(NC(=O)CNCc2ccccn2)c(C(=O)OCC)c1C | -2.1 | -18 | -1 | -8 | -1 | -17 | -5 | 1.9 | 2 | 24
CC(Sc1nc2ccccc2s1)C(=O)Nc1ccc2c(c1)OCO2 (stereo unspecified) | -5.6 | -9 | -3 | / | 2 | 6 | 6 | 0.6 | -8 | -1
CC(Sc1nc(O)c(-c2ccccc2)c(=O)[nH]1)C(=O)Nc1ccc(Cl)cc1 (stereo unspecified) | -2.8 | -2 | 3 | -1 | 8 | 4 | 3 | -2.0 | 1 | -3
CC(C)Cn1c(N)c(C(=O)COC(=O)c2ccccc2F)c(=O)n(C)c1=O | -18 | -8 | -3 | -1 | -1 | 2 | -3 | -0.4 | 5 | 8
CCn1c2ccc(C)cc2c2n[nH]c(=S)nc21 | 0.8 | -3 | 1 | -1 | -4 | / | 8 | 3.0 | -1 | 5
CC1=CC(C)(C)N(S(=O)(=O)c2ccc(C)cc2)c2ccc(C)cc21 | -1.2 | -18 | 12 | / | 5 | -44 | -11 | 0.9 | -3 | -4
CCOC(=O)N1CCC(NC(=O)c2cc(C(=O)Nc3cccc(OC)c3)ccc2CO)CC1 | -0.1 | -6 | 4 | / | 6 | / | 9 | -5.3 | / | 5
Cc1ccccc1NC(=S)N1CCN(c2ccccc2C)CC1 | -1.8 | -14 | -1 | -1 | 2 | 10 | 5 | -0.7 | / | -4
CC(=O)Nc1ccc(S(=O)(=O)N(C)CC(=O)OCC(=O)Nc2ccc3c(c2)OCO3)cc1 | -0.3 | 5 | -2 | / | 4 | -3 | 2 | -1.1 | 9 | 0
C/C(=N\Nc1cccc(C(=O)O)c1)c1cc2ccccc2o1 | 2.1 | 0 | 1 | 22 | -1 | 14 | 2 | -0.4 | 5 | -1
C[C@H]1COC(=O)[C@@H](Cc2ccc(F)cc2)C/C=C\C[C@H](CC(=O)NCCO)C(=O)N1 | 0.3 | 2 | 7 | -2 | 5 | 2 | -2 | -1.4 | -4 | -4
Cc1ccc(-c2noc(CSc3nnc(Cc4cccs4)n3-c3ccccc3)n2)cc1 | -0.5 | -2 | 2 | -1 | 12 | / | 2 | 0.7 | -19 | 0
O=C(CN(C(=O)CCC(=O)Nc1ccccn1)c1ccc2c(c1)OCCO2)NCCc1ccccc1 | -1.3 | 9 | -4 | 0 | -4 | -4 | -7 | 0.2 | 2 | 5
O=c1nc2s/c(=C\c3ccco3)c(=O)n2nc1Cc1ccccc1 | -0.4 | -10 | -2 | / | 1 | -1 | 11 | -1.0 | 0 | 2
CCOc1cc(C#N)ccc1OCC(=O)N1CCc2ccccc2C1 | -0.2 | -1 | -1 | -3 | -4 | -1 | 18 | 1.8 | -4 | -3
NC(=O)NCCN1CCN(c2ncc(C(F)(F)F)cc2Cl)CC1 | 0.1 | -9 | -1 | -2 | -1 | 2 | -1 | -3.5 | 3 | -20
COc1ccc(C(=O)O)cc1S(N)(=O)=O | -2.0 | 5 | -4 | 1 | -8 | -3 | 4 | -0.6 | 32* | 2
Cc1ccc(S(=O)(=O)N(C)C[C@@H]2Oc3ccc(NS(C)(=O)=O)cc3CC(=O)N([C@H](C)CO)C[C@@H]2C)cc1 | 0.0 | 4 | -1 | 2 | -13 | -6 | -1 | -3.5 | -5 | 2
COc1cccc(-n2cc(CN(C)Cc3nc(Cc4ccccc4)no3)cn2)c1 | 4.0 | -7 | 1 | -4 | 21 | 1 | -4 | -5.6 | 0 | -1
CC(NC(=O)COC(=O)CC(c1ccccc1)c1ccccc1)c1ccccc1 (stereo unspecified) | -0.4 | -7 | 1 | / | 5 | 4 | -2 | -0.8 | 4 | -1
O=C(NCCc1ccccc1)c1cccc2c1C(=O)N(C1CCCCC1)C2 | -2.2 | -19 | 0 | -1 | 0 | -3 | -1 | / | -5 | -2
CCOc1ccc(NC(=O)C(C)NC(=O)c2ccccc2Cl)cc1S(=O)(=O)N1CCCC1 (stereo unspecified) | -3.0 | -2 | -1 | 0 | -1 | 8 | 3 | -3.0 | -1 | -1
O=C(O)c1ccccc1-n1c2ccccc2c2ccccc21 | -1.2 | -8 | 0 | -3 | -3 | 9 | -5 | -0.1 | -4 | 4
COc1ccc(OC)c(NC(=O)C(=O)NCc2ccncc2)c1 | -2.8 | 4 | -2 | 0 | -2 | -11 | 0 | -0.7 | 0 | 28
CC(=O)n1cc([C@H]2C=C(C(N)=O)O[C@@H](OCc3ccc(CO)cc3)C2)c2ccccc21 | -0.4 | -11 | -2 | -1 | -2 | -7 | -2 | -1.1 | -2 | 1
CCCNC(=O)c1ccc2c(=O)c(O)c(-c3cccc(Br)c3)[nH]c2c1 | 0.2 | -4 | 6 | -4 | 13 | -28 | 0 | 0.8 | 1 | -48
Oc1ccc(Br)cc1-c1cc(-c2ccc(Cl)cc2)n[nH]1 | -1.9 | 28* | 5 | / | -3 | -4 | 7 | -1.1 | -4 | -3
COc1ccc(C2C(C(=O)N3CCN(c4ccccn4)CC3)CCC(=O)N2c2ccc(OC)cc2)cc1 (stereo unspecified) | -0.6 | -6 | 3 | -4 | -1 | 7 | 1 | 5.8 | 5 | 9
CCOc1ccc(C(C)=O)cc1CN1c2ccc(S(N)(=O)=O)cc2CC1C (stereo unspecified) | -1.0 | -11 | 1 | 0 | -1 | -1 | -1 | -0.1 | -1 | 4
COc1ccc(/C=N/NC(=O)c2cc(C34CC5CC(CC(C5)C3)C4)[nH]n2)cc1O | -3.9 | -26 | 4 | / | -5 | -1 | 2 | 0.9 | -7 | 1
CCOC(=O)N1CCN(C(=O)CSc2nnc(Cn3c(=O)sc4ccccc43)n2C)CC1 | -0.4 | 5 | -2 | 0 | -9 | -6 | 3 | 1.8 | 0 | 2
CCOC(=O)/C=c1\s/c(=C\c2ccc(C#N)cc2)c(=O)n1CC(=O)NCc1ccco1 | -1.8 | -6 | -7 | -2 | -3 | 13 | -2 | -1.0 | -2 | /
CN1CCCN(C(=O)c2cccc(Br)c2)CC1 | -0.7 | -5 | -2 | -1 | 0 | 0 | 7 | -1.7 | 0 | 1
CCC(=O)C1CCCN(C(=O)c2ccc(OC)c(OC3CCN(C(C)=O)CC3)c2)C1 (stereo unspecified) | -0.5 | -1 | 2 | -1 | 2 | -4 | 2 | -1.3 | 0 | -8
S=C(NCc1ccccn1)Nc1ccc(Cl)cc1 | / | -1 | 3 | 11 | 4 | 8 | 3 | -0.5 | -4 | 1
